# High-throughput results as filed in PubChem.
# ALOX12 inh – ALOX12 (human) lipoxygenase inhibition. Potency, µM (titrated, usually from 108 µM), for the others: top-dose activity change, negative = inhibition, hits mostly inhibitors. P18054. 1.1% of 580,000 active. purified 12hLO, xylenol orange hydroperoxide absorbance; also: potency is read from the fitted curve at half-maximal effect
# Target sequence (P18054 whole entry, looked up): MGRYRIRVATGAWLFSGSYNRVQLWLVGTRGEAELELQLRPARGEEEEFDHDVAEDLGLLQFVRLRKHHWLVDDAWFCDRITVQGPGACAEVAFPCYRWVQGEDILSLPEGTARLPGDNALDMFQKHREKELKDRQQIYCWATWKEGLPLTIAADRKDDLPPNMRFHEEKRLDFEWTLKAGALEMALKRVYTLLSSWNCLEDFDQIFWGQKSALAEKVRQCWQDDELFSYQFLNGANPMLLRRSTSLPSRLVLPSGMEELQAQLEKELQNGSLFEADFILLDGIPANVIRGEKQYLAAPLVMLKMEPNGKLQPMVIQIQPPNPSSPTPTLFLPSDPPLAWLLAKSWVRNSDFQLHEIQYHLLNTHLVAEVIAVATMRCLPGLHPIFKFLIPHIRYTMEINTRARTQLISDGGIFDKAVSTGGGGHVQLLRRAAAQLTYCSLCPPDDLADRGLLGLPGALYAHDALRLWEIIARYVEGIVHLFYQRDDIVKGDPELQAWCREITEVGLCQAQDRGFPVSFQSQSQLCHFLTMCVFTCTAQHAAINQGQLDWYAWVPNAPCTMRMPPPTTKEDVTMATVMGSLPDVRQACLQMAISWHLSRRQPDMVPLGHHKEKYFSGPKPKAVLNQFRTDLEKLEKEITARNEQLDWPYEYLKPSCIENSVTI
#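 Hydroperoxide product was detected by ferrous iron/xylenol orange as the 573 to 405 nm absorbance ratio. Arachidonic acid at 40 uM (final) was turned over for 30 min at room temperature by 150 nM human 12hLO, pH 7.0 Hepes buffer, after 15 min compound preincubation.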
# LDHA block – blocks human lactate dehydrogenase A; purified LDHA, NADH/diaphorase-resazurin fluorescence; hits give low values; activity change, % (values are at about 110 or 230 µM); 0.15% of 480,000 active; AID 1347041; in the data active = activity change below about -30%; inconclusive = mostly about -25% to -30%;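 also: plate controls were DMSO wells for no effect and wells without enzyme for full effect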
#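 Human LDH5 (2 nM) was incubated with 0.06 mM NADH and 0.2 mM pyruvate for 5 min at room temperature in Tris pH 7.4. Remaining NADH was coupled through diaphorase/resazurin, and resorufin fluorescence was read at 0 and 20 min.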
# POLH inh – inhibitors of human DNA polymerase eta; Potency, µM (series often up to 114 µM), inactives show top-dose activity change, negative = inhibition, actives largely listed as inhibitors; recombinant Pol eta, fluorescent DNA replication assay; Q9Y253; 1.2% of 390,000 active; also: potency is read from the fitted curve at half-maximal effect
#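 Pol eta (10 nM) was preincubated with compounds for 15 min at room temperature, after which fluorescent replication substrate (50 nM final) was added to start the reaction. Fluorescence was read kinetically at 0 and 10 min.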
# An asterisk follows results filed as active; ? = inconclusive; & = joins results of further samples; [ ] = another dose, or the depositor's remark. Unless noted, calls follow the shape of the dose curve; as a rule, active = well fitted inhibition curve with a large enough effect; inconclusive = small, poorly fitted or top-dose-only effect, or another doubt; inactive = no such curve, though single readings can be large or run the other way. Unless noted, % is scaled to controls: 0 for no effect and ±100 for the full control effect.
1) CCN(CC(=O)Nc1ccccc1C(F)(F)F)C(=O)c1ccc2c(c1)NC(=O)C(C)S2 (stereo unspecified)
2) COc1ccc(C)c2sc(N(CCN(C)C)C(=O)c3ccc(S(=O)(=O)N(C)c4ccccc4)cc3)nc12
3) C[C@H]1CN([C@@H](C)CO)S(=O)(=O)c2ccc(Br)cc2O[C@@H]1CN(C)C(=O)C1CCOCC1
4) CC1=C(C(=O)N2CCOCC2)CC(CC(=O)NC(c2ccccc2)c2ccccc2)C(=O)N1Cc1ccc(F)cc1 (stereo unspecified)
5) C[C@@H]1CN([C@H](C)CO)C(=O)CCCn2nncc2CO[C@H]1CN(C)Cc1ccc(-c2ccccc2)cc1
screen / no.	1	2	3	4	5
POLH inh	-10%	-17%	-9%	-18%	-9%
ALOX12 inh	1%	-3%	12%	?	-32%
LDHA block	-3	2	0	-1	0

6) COC(=O)C[C@H]1C[C@@H]2c3cc(NC(=O)Nc4ccccc4)ccc3O[C@@H]2[C@@H](CO)O1
7) O=C(Nc1ccc2c(c1)[C@H]1C[C@@H](CC(=O)N3CCOCC3)O[C@@H](CO)[C@H]1O2)C1CCOCC1
8) COc1ccc(NC(=O)c2ccccc2SCc2ccccc2)cc1
9) COc1cccc(CN(C)C[C@@H]2OCc3cnnn3CCCC(=O)N([C@@H](C)CO)C[C@H]2C)c1
10) O=C(CN1CCOCC1)N1c2ccccc2Sc2ccc(Cl)cc21
screen / no.	6	7	8	9	10
POLH inh	-12%	-12%	-7%	-8%	-15%
ALOX12 inh	2%	1%	?	?	?
LDHA block	4	-3	-2	-5	1

11) C=CCn1nc(C(=O)OCC)cc1-c1sc(NC(=O)c2ccccc2)nc1C
12) COc1ccc(CNC(=O)O[C@@H]2C[C@H]3C(=O)N(c4ccccc4)C(=O)[C@H]3[C@@]3(CN(S(=O)(=O)c4ccc(C)cc4)C[C@H]3C)[C@@H]2O)cc1OC
13) Cn1c(CC(O)c2nc3ccccc3n2C)nc2ccccc21 (stereo unspecified)
14) CCCc1ccc(S(=O)(=O)N2CCN(C(=O)CN3C(=O)NC(C)(C4CC4)C3=O)CC2)cc1 (stereo unspecified)
15) C#CCN(C[C@H]1[C@H](OC(=O)NCc2ccccc2F)[C@H](OC(=O)NCc2ccccc2F)C[C@@H](C(=O)OC)[C@H]1C(=O)OC)S(=O)(=O)c1ccc(C)cc1
screen / no.	11	12	13	14	15
POLH inh	-11%	-8%	-4%	-4%	-13%
ALOX12 inh	-8%	?	17%	-6%	-4%
LDHA block	-3	-3	-5	4	-1

16) CSc1ncnc2c1ncn2CCCN(C)Cc1ccco1
17) Cc1ccc(S(=O)(=O)N2C[C@H]3C(=O)C[C@@H](c4ccc(Cl)cc4)N(S(=O)(=O)c4ccccc4C)[C@H]3C[C@H]2c2ccc(Cl)cc2)cc1
18) COCCNC(=O)C[C@@H]1C[C@H]2c3cc(NC(=O)Nc4ccc(F)cc4)ccc3O[C@H]2[C@H](CO)O1
19) O=C(CC1CCCC1)NNC(=O)c1ccccc1O
20) COc1ncnc2c1ncn2CCCN1CCN(c2ncccn2)CC1
screen / no.	16	17	18	19	20
POLH inh	-5%	-6%	-9%	-3%	-10%
ALOX12 inh	-1%	8%	11%	-8%	12%
LDHA block	-15	-10	-7	5	-2

21) O=C(COC(=O)c1ccc(S(=O)(=O)N2CCOCC2)cc1)NCc1ccco1
22) CN(C)S(=O)(=O)c1cccc(NC(=O)CNc2cccc(S(=O)(=O)N3CCCCC3)c2)c1
23) O=C(C=CC=Cc1ccccc1)c1ccc([N+](=O)[O-])cc1
24) CCOc1ccc(OCCC(=O)Nc2ccccc2C(=O)NC2CC2)cc1
25) Cc1nn(CC(C)C)c(Cl)c1C(=O)NCC1CCCO1 (stereo unspecified)
screen / no.	21	22	23	24	25
POLH inh	-2%	-14%	2%	-5%	-9%
ALOX12 inh	2%	-25%	-5%	-1%	?
LDHA block	-3	-3	-7	-15	-1

26) CC1(C)CC(=O)C=C(c2cn[nH]n2)C1
27) Cc1ccc(NC(=O)COC(=O)c2cccc(S(=O)(=O)N3CCCCCC3)c2)cc1
28) CN(Cc1ccccc1)C(=O)c1ncn2c1c(=O)[nH]c1cccnc12
29) COc1ccc([C@H]2N[C@]3(CCCN(CC4CCCCC4)C3=O)[C@H]3C(=O)N(C)C(=O)[C@@H]23)cc1
30) Cc1cc(C(=O)N2CCCC(N3CCN(c4ccccc4C)CC3)C2)no1 (stereo unspecified)
screen / no.	26	27	28	29	30
POLH inh	1%	-7%	-14%	0%	-3%
ALOX12 inh	40%	-7%	-21%	?	-2%
LDHA block	-8	-2	3	2	-2

31) COC(=O)[C@H]1C[C@@]2(O)CN(S(=O)(=O)c3ccc(C)cc3)C[C@@]2(OC(=O)NC2CCCC2)C[C@H]1C(=O)OC
32) C[C@@H]1CCCCO[C@@H](CN(C)C(=O)Nc2ccccc2)[C@@H](C)CN([C@H](C)CO)C(=O)c2cc(N(C)C)ccc2O1
33) CCN(CC)C(=O)C1=C(C)N(Cc2ccc(C(C)(C)C)cc2)C(=O)C(CC(=O)NCc2cccc3ccccc23)C1 (stereo unspecified)
34) Cc1nc(SCC(=O)NC2CCCC2)c2oc3ccccc3c2n1
35) CCOc1ccccc1-n1nnnc1SCC(=O)N(C)C1CCS(=O)(=O)C1 (stereo unspecified)
screen / no.	31	32	33	34	35
POLH inh	-14%	9%	-18%	-14%	-2%
ALOX12 inh	3%	-7%	-29%	1%	6%
LDHA block	-1	5	3	0	0

36) O=C1C=C(N2CCOCC2)c2cccc3cccc1c23
37) O=C1CC(=O)Nc2ccccc2N1
38) COc1cc(C(=O)NCC(c2cccs2)N2CCOCC2)ccc1OCc1ccc(Cl)cc1 (stereo unspecified)
39) O=[N+]([O-])c1ccc(NCCCc2ccccc2)cc1
40) COc1ccc(NC(=O)N(C)C[C@@H]2Oc3ncc(Br)cc3C(=O)N([C@@H](C)CO)C[C@@H]2C)cc1
screen / no.	36	37	38	39	40
POLH inh	-11%	4%	-8%	-4%	-10%
ALOX12 inh	?	-9%	-5%	-28%	-20%
LDHA block	-1	-14	-3	-7	-2

41) O=C(NCCOc1ccccc1)c1cccc(S(=O)(=O)N2CCN(Cc3ccccc3)CC2)c1
42) C[C@@H]1Cn2cnc(C(=O)NCc3ccc(CNC(=O)OC(C)(C)C)cc3)c2C(=O)N1
43) C[C@H]1CN([C@@H](C)CO)C(=O)CCCn2nncc2CO[C@H]1CN(C)C(=O)Nc1ccc(N2CCCCC2)cc1
44) CCN(CC)C(=O)Cn1cc(C(=O)C(=O)Nc2ccc3c(c2)OCO3)c2ccccc21
45) COc1ccc(CN(C)C[C@@H]2OCc3cnnn3CCCC(=O)N([C@H](C)CO)C[C@H]2C)cc1
screen / no.	41	42	43	44	45
POLH inh	-12%	-1%	-14%	-13%	-19%
ALOX12 inh	-4%	49%[activator]	23%	-9%	-5%
LDHA block	-3	-6	10	-2	0

46) CCc1ccc(/C=C2\SC(=S)N(CCCC(=O)N3CCN(C)CC3)C2=O)cc1
47) CCN(CC)S(=O)(=O)c1ccc(N2CCOCC2)c(NC(=O)c2cc3ccccc3o2)c1
48) CCOCc1nc(N)nc(N)c1-c1cccc(Cl)c1
49) C[C@H]1CN([C@@H](C)CO)C(=O)CCCn2nncc2CO[C@@H]1CN(C)Cc1ccccc1
50) C[C@H]1CN([C@@H](C)CO)S(=O)(=O)c2ccc(Br)cc2O[C@H]1CN(C)S(=O)(=O)c1ccccc1
screen / no.	46	47	48	49	50
POLH inh	-27%	-21%	-14%	-7%	-4%
ALOX12 inh	?	7%	31%	?	2%
LDHA block	-1	-7	-5	-2	0

51) CCN(CC)S(=O)(=O)c1ccc(N2CCCCC2)c(NC(=O)C2CSC3(C)CCC(=O)N23)c1 (stereo unspecified)
52) CC(C)(C)c1cc(NC(=O)COC(=O)c2ccccc2)n(-c2ccccc2)n1
53) Cc1noc(C)c1S(=O)(=O)Nc1ccc2c(c1)C(=O)N([C@H](C)CO)C[C@H](C)[C@@H](CN(C)C(=O)CCCN(C)C)OCCCC[C@@H](C)O2
54) CC(C)CN(C(=O)COC(=O)c1cccs1)c1c(N)n(Cc2ccccc2)c(=O)[nH]c1=O
55) C[C@@H]1CN([C@@H](C)CO)C(=O)CCCn2nncc2CO[C@H]1CN(C)S(=O)(=O)c1ccc(Oc2ccccc2)cc1
screen / no.	51	52	53	54	55
POLH inh	-21%	-8%	-5%	-2%	-7%
ALOX12 inh	12%	-8%	1%	16%	-17%
LDHA block	-3	-9	-6	-10	-14

56) CCCN(CC(=O)Nc1ccccc1C)C(=O)/C=C/c1ccc(OC)c(OC)c1
57) Cc1ccc(C)c(-n2nnc3ccccc3c2=O)c1
58) O=C(CN1CCN(c2ccccc2)CC1)Nc1ccccc1C(=O)NCCc1ccccc1
59) NC(=O)c1csc(CCNC(=O)c2ccccc2)n1
60) CCc1ccc([C@@H]2C[C@H]3[C@@H](CN2S(=O)(=O)c2ccc(C)cc2)C(=O)C[C@@H](c2cccc(Cl)c2)N3S(=O)(=O)c2ccc(C)cc2)cc1
screen / no.	56	57	58	59	60
POLH inh	-14%	-10%	-8%	3%	2%
ALOX12 inh	-25%	-5%	1%	-17%	-1%
LDHA block	2	0	-3	-3	-2

61) COc1ccc(C)cc1NC(=O)NC1CC(=O)N(c2ccc3c(c2)OCCO3)C1 (stereo unspecified)
62) Cc1ccc(CN2CCC[C@]3(N[C@H](c4ccc(C(F)(F)F)cc4)[C@@H]4C(=O)N(Cc5ccccc5)C(=O)[C@@H]43)C2=O)cc1
63) O=C(NC1CCCCC1)c1ccc2ccccc2c1
64) Cc1nc(N(C)C2CCCCC2)c2nnn(Cc3ccc(F)cc3)c2n1
65) Cc1ccc(-c2csc3ncnc(N4CCN(S(=O)(=O)c5ccc(C#N)cc5)CC4)c23)cc1
screen / no.	61	62	63	64	65
POLH inh	-4%	-16%	-1%	-23%	-12%
ALOX12 inh	2%	8.9µM*	14%	?	-3%
LDHA block	-4	-1	-7	2	-3

66) CCOc1ccccc1C(=O)NC(C(=O)OCC(=O)NNC(=O)c1cccs1)C(C)C (stereo unspecified)
67) COc1ccc(NC(=O)COC(=O)c2ccc(S(=O)(=O)N3CC(C)CC(C)C3)cc2)cc1OC (stereo unspecified)
68) CCc1ccccc1OCC(=O)Nc1nnc(C2CC2)s1
69) CN(C)C(CNC(=O)c1sc2ccccc2c1Cl)c1ccco1 (stereo unspecified)
70) C[C@@H]1CN([C@@H](C)CO)C(=O)CCCn2nncc2CO[C@@H]1CN(C)C(=O)OCc1ccccc1
screen / no.	66	67	68	69	70
POLH inh	-5%	-4%	-4%	-5%	-10%
ALOX12 inh	-8%	7%	-1%	?	-5%
LDHA block	-2	-4	-3	14&-2	-4

# Gathered by group, those above containing bromine (3)
3) C[C@H]1CN([C@@H](C)CO)S(=O)(=O)c2ccc(Br)cc2O[C@@H]1CN(C)C(=O)C1CCOCC1
40) COc1ccc(NC(=O)N(C)C[C@@H]2Oc3ncc(Br)cc3C(=O)N([C@@H](C)CO)C[C@@H]2C)cc1
50) C[C@H]1CN([C@@H](C)CO)S(=O)(=O)c2ccc(Br)cc2O[C@H]1CN(C)S(=O)(=O)c1ccccc1
screen / no.	3	40	50
POLH inh	-9%	-10%	-4%
ALOX12 inh	12%	-20%	2%
LDHA block	0	-2	0

# Compounds 69 to 70, quoted:
69) CN(C)C(CNC(=O)c1sc2ccccc2c1Cl)c1ccco1 (stereo unspecified)
70) C[C@@H]1CN([C@@H](C)CO)C(=O)CCCn2nncc2CO[C@@H]1CN(C)C(=O)OCc1ccccc1
screen / no.	69	70
POLH inh	-5%	-10%
ALOX12 inh	?	-5%
LDHA block	14&-2	-4

# (more compounds)
71) Cc1ccccc1NC(=O)COC(=O)COc1ccc2ccc(=O)oc2c1
72) C[C@H](CO)N1C[C@H](C)[C@H](CN(C)Cc2cncnc2)Oc2ncc(C#CC3(O)CCCC3)cc2C1=O
73) CC(C)C1C(=O)N(Cc2cn(CCC3OCCCO3)nn2)CCS(=O)(=O)N1Cc1ccc(-c2ccc(Cl)c(Cl)c2)cc1 (stereo unspecified)
74) C[C@H](O)[C@@H]1C(=O)N2CCc3ccc(-c4ccccc4)cc3[C@@H]2C[C@@H]1N(C)C(=S)Nc1ccc(F)cc1
75) CCN1C(=O)[C@H]2[C@@H](c3ccc(C(F)(F)F)cc3)N[C@]3(CCCN(Cc4ccc(Br)cc4)C3=O)[C@H]2C1=O
76) Cn1nc(NC(=O)C(F)(F)F)c2nccnc21
77) Cc1ccc(C)c2c1CCC(=Cc1ccccc1[N+](=O)[O-])C2=O
screen / no.	71	72	73	74	75	76	77
POLH inh	-11%	-12%	-17%	?	-19%	-1%	-7%
ALOX12 inh	-6%&0%	-15%	4%	-14%	?	0%	-13%
LDHA block	7&-1	-2	-5	?	0	-8	-2

# The list is partial. The share of hits here may be higher or lower than overall.
